GC-A act: GC-A (human) enzyme activation; HEK293 GC-A cells, cGMP TR-FRET, EC30 ANP; 0% at EC30 ANP, 100% saturating ANP; activation, % at 10 µM; 0.14% of 370,000 active; AID 1671463; in the data active = activation above about 40%
ARFGAP1 inh: inhibits rat ARF GTPase activating protein 1. Q62848. Arfgap1-stimulated ARF1 GTP hydrolysis, GDP FP detection. inhibition, % at 16.5 µM. 0.26% of 360,000 active. AID 651572;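 active = inhibition above a per-plate limit, mean inhibition of low control wells plus 3 SD, cut at about 25% in these data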;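 note: 0% = DMSO wells with enzyme and 100% = wells lacking Arfgap1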
Target sequence (Q62848 1-136 limits assumed): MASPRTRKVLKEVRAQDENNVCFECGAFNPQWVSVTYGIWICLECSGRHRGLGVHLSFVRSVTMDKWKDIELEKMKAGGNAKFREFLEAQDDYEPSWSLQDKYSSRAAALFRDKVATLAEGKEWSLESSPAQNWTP
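System: truncated rat Arfgap1 GAP domain / Medium: HEPES-based buffer, pH 7.5 / Also added: N-terminally truncated human ARF1-GTP substrate / Incubation: enzyme reaction 120 min at 25 °C after 20 min preincubation / Measured by: FP of antibody-bound GDP Alexa 633 tracer, ex 620/em 688 nm / Replicates: singlicate, each compound tested once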
Rev-erbA mod: modulators of human Rev-erb alpha DNA binding | P20393 | Rev-erbα–FITC-DNA binding, fluorescence polarization, 90 min | activity, % at 10 µM | 0.79% of 370,000 active;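 active = activity above about 14%, limit read from the data; passing the limit was not always enough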;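 note: 0% = DMSO wells with 35 nM protein and 100% = DMSO wells with 750 nM protein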
mABHD4 FP: inhibitors of mouse ABHD4 | 0.54% of 370,000 active | purified mABHD4, FP-Rh probe fluorescence polarization | inhibition, % at 8.92 µM | Q8VD66;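 active = inhibition exceeding the mean over every tested compound plus 3 SD, cut at about 30% in these data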;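 note: 0% = plate median of compound wells and 100% = S159A mutant with DMSO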
Target sequence (Q8VD66 whole entry, looked up): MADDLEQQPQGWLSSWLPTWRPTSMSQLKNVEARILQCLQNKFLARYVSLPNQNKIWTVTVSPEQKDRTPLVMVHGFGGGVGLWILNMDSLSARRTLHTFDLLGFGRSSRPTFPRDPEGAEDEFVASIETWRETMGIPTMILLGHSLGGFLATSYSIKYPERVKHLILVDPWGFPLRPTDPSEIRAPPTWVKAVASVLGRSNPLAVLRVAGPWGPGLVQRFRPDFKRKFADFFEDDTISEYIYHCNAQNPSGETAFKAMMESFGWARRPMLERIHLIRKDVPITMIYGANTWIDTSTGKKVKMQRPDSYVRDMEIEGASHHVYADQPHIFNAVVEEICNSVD
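Test system: mABHD4 protein | Buffer or medium: HEPES pH 7.0 buffer, 150 mM NaCl, 0.01% Pluronic F-127 | Probe or stimulus: FP-Rh fluorescent activity-based probe, added after compound pre-incubation | Timing: Pre-incubation 45 min, probe exposure 60 min, at 25 °C | Technique: Fluorescence polarization, excitation 525 nm, emission 598 nm, BODIPY TMR filters | Repeats: Single well per compound (singlicate)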
HTRA1 inhibitor: inhibitors of human serine peptidase HTRA1. inhibition, % at 5.96 µM. 0.5% of 340,000 active. recombinant HTRA1, FP-rhodamine activity-based probe, fluorescence polarization. AID 504803. Q92743; in the data active = inhibition above about 36%;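 note: 0% = enzyme with DMSO and 100% = wells lacking enzyme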
Target sequence (Q92743 whole entry, looked up): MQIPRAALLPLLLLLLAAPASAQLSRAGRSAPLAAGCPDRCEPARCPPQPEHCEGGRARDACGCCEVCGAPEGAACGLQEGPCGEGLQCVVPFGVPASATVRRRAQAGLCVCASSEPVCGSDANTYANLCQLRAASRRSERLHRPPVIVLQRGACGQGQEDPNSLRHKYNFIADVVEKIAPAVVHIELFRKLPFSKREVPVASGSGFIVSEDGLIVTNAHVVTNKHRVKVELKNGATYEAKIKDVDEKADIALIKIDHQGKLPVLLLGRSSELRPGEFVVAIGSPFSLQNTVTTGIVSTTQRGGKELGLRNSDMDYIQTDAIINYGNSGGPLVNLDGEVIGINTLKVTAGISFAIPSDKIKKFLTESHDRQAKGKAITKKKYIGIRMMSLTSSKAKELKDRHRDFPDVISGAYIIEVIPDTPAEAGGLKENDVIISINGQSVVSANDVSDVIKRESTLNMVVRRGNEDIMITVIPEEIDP
SMARCA2 act: SMARCA2 function activation, primary screen | MG213 cells, MMTV-luciferase reporter, dexamethasone, overnight | activation, % at 9.1 µM | 1% of 370,000 active; in the data active = activation above about 7.8%;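 note: 0% = vehicle wells and 100% = reference activator wells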
PG9 Ab binder: binds the HIV-1 gp120 antibody PG9; inhibition, % at 6.7 µM; TR-FRET gp120-PG9 antibody binding; 0.43% of 360,000 active; in the data active = inhibition above about 8.5%
ASAP1 GAP inh: ASAP1 ArfGAP inhibition | Q9ULH1 | ASAP1-stimulated ARF1 GTP hydrolysis, GDP FP detection | inhibition, % at 16.5 µM | 0.19% of 360,000 active | AID 624377; in the data active = inhibition above about 25%;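 note: 0% = vehicle with enzyme and substrate and 100% = no enzyme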
rCAG binder: r(CAG) repeat RNA binding. TO-PRO-1 dye displacement fluorescence. inhibition, % at 3 µM. 1.3% of 370,000 active. AID 651821;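 active = inhibition above the plate cutoff, the mean of all test compounds on that plate plus 3 SD, cut at about 35% in these data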;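 note: 0% = DMSO alone and 100% = 100 µM mitoxantrone as full dye displacement; higher means more dye released from RNA so lower well fluorescence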
GC-B act: GC-B (human) receptor activation; P20594; HEK293-GC-B cells, CNP EC30, cGMP TR-FRET; 0% at EC30 CNP, 100% saturating CNP; activation, % at 10 µM; 0.11% of 370,000 active; AID 1920062;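 active = activation at 10 µM reaching about 35% in either raw or pattern-adjusted values, limit read from the data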
* marks the source's active call; other numbers are inactive results; nt = not tested or not shown.

Compound,GC-A act,ARFGAP1 inh,Rev-erbA mod,mABHD4 FP,HTRA1 inhibitor,SMARCA2 act,PG9 Ab binder,ASAP1 GAP inh,rCAG binder,GC-B act
S=C(NCc1cccs1)Nc1ccccc1Cl,2,-3,1,-2,1,0,0.2,8,1,5
CC1(C2(O)CCCCC2)NCCc2ccccc21 (stereo unspecified),-1,10,1,7,0,-1,-1.7,-3,0,-6
CC(CC(=O)NCc1ccccc1)C1CCCO1 (stereo unspecified),4,-6,-3,4,11,0,2.2,0,-4,7
O=C(COC(=O)CSc1nnc(-c2ccc(Cl)cc2)o1)Nc1cc(Cl)cc(Cl)c1,60*,9,2,0,-10,0,-0.5,10,4,-3
CC(C)Cn1c(SCC(=O)NC2CC2)nc2ccc(Cl)cc2c1=O,-19,9,-3,4,-4,-1,0.8,1,1,-24
CCn1c(C)c(C(=O)c2ccccc2)c(C#N)c1C(=O)O,2,2,-2,-1,0,3,-2.0,-11,4,-3
Cc1ccc(/C=N/NC(=O)Cn2cnc3ccccc32)cc1,1,0,2,1,-9,-2,-2.7,-2,0,-1
COc1ccc(C(CNC(=O)c2ccc(S(=O)(=O)Nc3ccccc3OC)cc2)N2CCCC2)cc1 (stereo unspecified),-3,-10,2,-2,-14,1,2.5,-10,1,-4
CCn1c(=O)c2sccc2n(Cc2ccc(C)cc2)c1=O,16,-2,0,-1,-6,-2,-2.0,0,-6,14
O=c1[nH]c([N+](=O)[O-])nn1C(c1ccccc1)c1ccccc1,-1,13,-2,4,-2,0,-1.3,-7,8,0
CCN(c1ccc(NC(=O)COC(=O)c2ccc3ccccc3n2)cc1)C(C)C,-5,-11,-3,10,-2,-2,-4.5,9,-3,-6
CCCC(=O)Nc1ccc(NC(=O)c2ccccc2)nc1,7,4,-1,-1,3,5,0.0,-5,-6,1
O=C(c1cccc(C(F)(F)F)c1)N1CCC2(CC1)NCCc1[nH]cnc12,-1,1,2,-1,6,-2,1.3,-7,-1,5
O=C(CCS(=O)(=O)c1cccc2nsnc12)NCc1ccccc1Cl,-3,-9,2,6,2,-3,-0.4,-3,0,-2
CC12CCC(CC1=O)C2(C)C (stereo unspecified),-1,-1,4,1,1,1,0.0,-9,-2,9
COc1cc(/C(C)=N/NC(=O)c2ccc(CSc3nncn3C)cc2)cc(OC)c1OC,-2,10,1,-4,2,-2,0.1,-15,-2,3
CCOC(=O)CN=C1CC(C)(C)CC2=C1Sc1ncnc(N(C)C)c1N2,2,nt,0,nt,0,nt,nt,nt,nt,-5
CSc1ccc(/C=N/NC(=O)CN2CCN(Cc3ccc(Cl)cc3)CC2)cc1,2,-6,3,12,-7,-3,1.6,-11,-3,-6
COc1ccccc1N1CC(C(=O)NCCC2=CCCCC2)CC1=O (stereo unspecified),1,23,4,-12,-1,-2,-0.7,-4,2,1
CC(=O)NC1=NN(C(C)=O)C(C)(c2ccccc2)S1 (stereo unspecified),2,5,-3,0,-4,-4,-0.6,8,0,-1
COc1ccc(NC(=O)c2cccc(N3C(=O)C4CC=C(C)CC4C3=O)c2)c(OC)c1 (stereo unspecified),2,19,2,-7,0,0,-2.4,-6,-3,3
O=C(NCc1ccccc1)/C(=C/c1ccccc1)NC(=O)c1ccco1,0,8,1,-3,-1,-1,-0.3,-3,4,0
CC1(C)CC(=O)C(=Cc2cn(CCC#N)nc2-c2ccc(F)cc2)C(=O)C1,21,-9,3,-10,5,1,-4.5,-14,-1,8
CC(C)NCC(O)COc1ccc2c(c1)CCC2 (stereo unspecified),-3,6,6,2,-1,0,0.0,-10,2,0
COc1ccc(C(=O)NN2CCOCC2)cc1,3,-4,-4,3,0,2,-3.6,-3,1,-6
O=C(c1c[nH]c2ccccc12)C(F)(F)F,-1,8,6,5,-6,-5,0.2,3,-1,-3
O=C(O)c1nccnc1C(=O)Nc1ccc(Oc2c(Cl)cccc2Cl)nc1,-2,17,1,-1,nt,-3,-1.6,-3,3,1
Cc1ccc(NC(=S)NCc2ccc(Cl)cc2)c(C)c1,-4,-10,14,-8,-6,0,-1.5,4,1,-5
CCN1CCN(C(=O)c2cc3cc4ccc(OC)cc4nc3s2)CC1,10,6,-3,-1,-7,1,1.3,3,-8,4
Cc1ccc(NC(=O)C2CCC(N3C(=O)C4CCCCC4C3=O)CC2)cc1 (stereo unspecified),-3,7,-2,9,-4,-2,0.6,5,-5,-9
CCN(CC)CCSc1nc2ccccc2c(=S)n1-c1ccccc1,-9,13,7,2,nt,0,-2.0,-5,-5,-10
CSc1ccc(C=Nn2c(-c3cc(C)[nH]n3)n[nH]c2=S)cc1,0,nt,6,3,nt,-6,nt,nt,10,-2
CCC(=O)N1CCc2cc(S(=O)(=O)NCCC(=O)N3CCN(c4cccc(C)c4)C(C)C3)ccc21 (stereo unspecified),-7,1,1,-4,5,0,-2.2,8,-2,-6
CN1C(=O)C(C)(C)c2cc(S(=O)(=O)N3CCCCCC3)ccc21,4,-8,1,4,1,0,0.1,10,0,2
CCOc1ccc(Br)cc1S(=O)(=O)Nc1ccc(C(=O)Nc2ccccc2OC)cc1,3,5,7,-34,-54,-2,0.5,15,15,-3
CN(C)c1ccc(C(CNS(=O)(=O)c2ccc(F)c(F)c2)c2c[nH]c3ccccc23)cc1 (stereo unspecified),-9,11,8,-10,11,-4,-1.1,0,13,3

Rewritten as labelled records: part of the list above.
CCC(=O)N1CCc2cc(S(=O)(=O)NCCC(=O)N3CCN(c4cccc(C)c4)C(C)C3)ccc21 (stereo unspecified)
  GC-A act: -7 | ARFGAP1 inh: 1 | Rev-erbA mod: 1 | mABHD4 FP: -4 | HTRA1 inhibitor: 5 | SMARCA2 act: 0 | PG9 Ab binder: -2.2 | ASAP1 GAP inh: 8 | rCAG binder: -2 | GC-B act: -6

CCN1CCN(C(=O)c2cc3cc4ccc(OC)cc4nc3s2)CC1
  GC-A act: 10 | ARFGAP1 inh: 6 | Rev-erbA mod: -3 | mABHD4 FP: -1 | HTRA1 inhibitor: -7 | SMARCA2 act: 1 | PG9 Ab binder: 1.3 | ASAP1 GAP inh: 3 | rCAG binder: -8 | GC-B act: 4

(further entries)
Compound,GC-A act,ARFGAP1 inh,Rev-erbA mod,mABHD4 FP,HTRA1 inhibitor,SMARCA2 act,PG9 Ab binder,ASAP1 GAP inh,rCAG binder,GC-B act
Cc1ccc(C(c2cc(Br)ccc2O)N2CCSCC2)cc1 (stereo unspecified),-6,-13,6,-12,-21,-1,-1.2,-11,-2,-10
COC(=O)C1=C(C)N(Cc2ccccc2)C(=O)N[C@H]1c1cccs1,-3,0,0,7,-5,1,-0.9,-4,-3,-2
CCN(Cc1ccccc1)S(=O)(=O)c1ccc(C(=O)N(CCCN(C)C)c2nc3ccc(F)cc3s2)cc1,-3,3,-1,12,-33,0,-1.6,2,-2,3
Cc1cccc(C#Cc2ccccc2)n1,2,-3,-8,8,-2,3,-1.0,3,-1,-2
O=C(O)C1CC(=O)N(C2CCCCCC2)C1 (stereo unspecified),0,-8,5,2,0,-1,-0.7,-5,2,1
O=C(NCc1ccccn1)c1cccc(NS(=O)(=O)c2cccc(Cl)c2)c1,-3,-4,4,5,2,-2,0.6,4,6,6
O=C1C(=O)N(Cc2ccc(-c3ccccc3)cc2)c2ccc(OC(F)(F)F)cc21,-22,nt,-1,3,nt,nt,nt,nt,nt,-18
O=C1C=C(NCc2ccc(Cl)cc2Cl)C2(CCCCC2)O1,-6,4,2,-13,0,4,0.1,13,-2,0
O=c1c2ccc(Cl)cc2[nH]c(=S)n1CCCN1CCOCC1,3,-2,-1,-10,4,-4,0.9,14,-3,1
O=C(NCCOc1ccccc1)c1cncc(Br)c1,0,3,1,3,0,6,1.0,4,0,2
Cc1cc(C)n(CCN(C)c2nc3nonc3nc2N2CCCCC2)n1,2,-30,-3,3,6,0,-1.6,-2,-1,-2
COc1ccc2c(=O)cc(-c3ccncc3)oc2c1OC,4,11,-2,2,2,1,0.3,-9,0,-1
Cn1cc(S(=O)(=O)NCc2ccc(Cl)cc2)c(=O)n(C)c1=O,0,7,0,-13,-3,2,1.6,12,-2,1
O=C(CSc1ccc2nnc(-c3ccccc3)n2n1)N1CCCCC1,-5,4,-6,0,-7,1,2.8,-4,2,-2
Cc1ccc([C@H]2C[C@]34CNS(=O)(=O)[C@H]3C[C@H]2O4)cc1,4,3,-6,-5,nt,-5,1.5,11,0,-1
O=C(NCc1ccccc1Cl)[C@H]1CCCN1C(=O)[C@H]1CCCN1C(=O)c1cccc2ccccc12,3,9,-2,2,nt,3,0.0,9,0,3
CCOC(=O)c1cccc(NS(=O)(=O)c2c(C)[nH]c(C)c2C(=O)N2CCCC2)c1,6,-5,0,5,6,-3,1.2,1,-3,1
COc1cccc(S(=O)(=O)N(C)C[C@@H]2OCc3cnnn3CCCC(=O)N([C@H](C)CO)C[C@H]2C)c1,4,5,6,5,6,-2,-0.4,-9,2,1
CS(=O)(=O)c1ccc(Cl)c(NC(=O)CSc2nnc(-c3cccs3)n2N)c1,2,0,5,-1,16,-5,-1.3,-4,7,4
Cc1cc(NC(=O)CSc2nnc(-c3cccnc3)n2Cc2ccccc2)no1,0,17,-4,5,-1,1,0.0,7,-2,-1
CO/N=C/NC(=O)c1ccc([N+](=O)[O-])c(CS(=O)(=O)c2ccc(Cl)cc2)c1,-5,13,-6,4,-1,-1,-0.9,3,-2,-2
Cc1ccc(S(=O)(=O)N2CCCCC2)cc1NC(=O)CN1CCCC1c1cccs1 (stereo unspecified),2,-3,-2,2,-1,-2,2.9,7,2,10
